Giardia kill: Small Molecules that selectively kill Giardia lamblia: qHTS; Giardia lamblia trophozoite viability; activity change, % at 7.66 µM, hits read low; 340,000 tested, 0.15% active; AID 540267, 2011; in the data active means activity change below about -80%; inconclusive means between about -30% and that limit;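 further: parasites exposed to compound for two days anaerobically before the ATP read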
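Trophozoite viability was measured as ATP-dependent luminescence, read 15-30 min after reagent addition. Before that, parasites at 100 cells/well were exposed to compounds for 48 h, anaerobically, at 37 deg C.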
USP2a block: qHTS Assay for Inhibitors of Ubiquitin-specific Protease USP2a Using CHOP2 as the Reporter. USP2 core, Ub-CHOP2 coupled fluorogenic reporter, 485/531. Ubiquitin carboxyl-terminal hydrolase 2 (Homo sapiens), O75604. 330,000 tested, 0.01% active. Potency, µM (doses to about 38.3 µM), for the others: at the highest dose activity change, negative = inhibition, most hits filed as inhibitors;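 further: potency means the concentration at half of the fitted maximal effect; plate controls were DMSO wells for no effect and full inhibition by NEM control for full effect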
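Cell-free coupled assay: 10nM USP2 core preincubated 30min RT with compound in Tris-HCl pH 8.0/CaCl2/CHAPS buffer, then 25nM Ub-CHOP2 and 25nM reporter substrate; fluorescence (Ex 485/Em 531) read after 60min RT, normalized to NEM inhibition, concentration-response curves fitted.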
BCR signal inh: qHTS Assay to Find Inhibitors of Chronic Active B-Cell Receptor Signaling; ABC-DLBCL IkBa-CBG/CBR reporter, luminescence ratio, 4 h; Potency, µM (titrated, usually from 46.1 µM), for the others: at the highest dose ratio change, negative = lower green/red ratio, most hits filed as inhibitors; 340,000 tested, 0.05% active; AID 493014, 2011; active means well fitted inhibition curve with a large enough effect in the signal ratio, with a control signal flat, not every such curve was filed as active; inconclusive means small, poorly fitted or top-dose-only effect, or effect the other way, or a change in a side signal; the % refers to the signal ratio;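 further: potency means the concentration at half of the fitted maximal effect; plate controls were basal doxycycline-induced cells for no effect and cells given 10 µM MG132 for full effect; MG132 reads +100%, hits lower the ratio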
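Compounds up to 46 uM were incubated four hours with TMD8 cells whose green CBG68 luciferase is fused to IkappaBalpha; red CBR luminescence normalised the signal, and concentration-effect curves were fitted to fusion, red and ratio data.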
KCNH2 3.1 block: qHTS for Inhibitors of KCHN2 3.1: Mutant qHTS; activity change, % (tested at about 1.8 µM); AID 720553, 2013; 340,000 tested, 0.95% active; U2OS KCNH2 3.1, thallium flux FluxOr; stronger effect = lower value; Potassium voltage-gated channel subfamily H member 2, brain isoform KCNH2 3.1 (human);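 active means maximum activity change below -70%; inconclusive means maximum activity change from -70% to -50%; inactive means maximum activity change above -50%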;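 further: thallium influx rate constant from kinetic fluorescence after stimulation buffer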
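Measured as rate of thallium-driven FluxOr signal in transduced U2OS cells carrying the 3.1 channel, read kinetically for 2 min upon stimulation; values are rate constants scaled to DMSO control wells.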
B2AR arrestin: qHTS assay of beta-arrestin-biased ligands of beta2-adrenergic receptor; Beta-2 adrenergic receptor (Homo sapiens), P07550; beta-arrestin recruitment to beta2AR, cell-based reporter; 330,000 tested, 0.02% active; Potency, µM (top dose mostly 46.1 µM), inactives show top-dose activation, most hits filed as activators; AID 492947, 2010;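 further: potency means the concentration at half of the fitted maximal effect; 0% = DMSO controls and full agonism = EC100 isoproterenol or metaproterenol; nearly all actives have a fitted effect of over 65% in size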
Target sequence (P07550 whole entry, looked up): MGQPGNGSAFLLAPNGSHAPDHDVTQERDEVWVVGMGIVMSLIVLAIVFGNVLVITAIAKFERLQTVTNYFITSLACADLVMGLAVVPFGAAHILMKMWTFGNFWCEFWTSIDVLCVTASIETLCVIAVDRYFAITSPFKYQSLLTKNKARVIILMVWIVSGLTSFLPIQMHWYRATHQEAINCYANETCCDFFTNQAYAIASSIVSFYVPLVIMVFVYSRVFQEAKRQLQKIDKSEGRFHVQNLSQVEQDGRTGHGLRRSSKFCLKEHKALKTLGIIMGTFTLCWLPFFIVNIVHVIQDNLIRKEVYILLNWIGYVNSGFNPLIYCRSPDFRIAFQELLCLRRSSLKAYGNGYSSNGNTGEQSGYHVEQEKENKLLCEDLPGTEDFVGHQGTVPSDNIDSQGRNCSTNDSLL
Coupling enz: qHTS Assay for Inhibitors of Fructose-1,6-bisphosphate Aldolase from Giardia Lamblia: Coupling assay counterscreen | AID 2472, 2010 | 290,000 tested, 0.67% active | activity change, negative = inhibition, % at 58.2 µM, hits read low | coupling enzyme system counterscreen, AmpLite Red fluorescence; in the data active means activity change below about -30%
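Final compound at 57.5 uM, incubated 10 min at RT with coupling enzyme reagent (glyceraldehyde-3-phosphate), then 20 min with substrate and AmpLite Red detection. Fluorescence read at 525/598 nm; tests interference with the coupling assay, not aldolase inhibition.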
GALK inhibitor: qHTS Assay for Inhibitors of Human Galactokinase (GALK). Potency, µM (titrated, usually from 57.5 µM), for the others: at the top dose activity change, negative = inhibition, most hits filed as inhibitors. P51570. 270,000 tested, 0.007% active. Purified GALK, Kinase-Glo residual ATP luminescence; further: potency means the concentration at half of the fitted maximal effect
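Galactose (100 uM) and ATP (35 uM) were turned over by 5 nM GALK for 1 h at RT. Kinase-Glo Plus then converted the remaining ATP into a luminescent signal.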
KCNH2 WT inh: qHTS for Inhibitors of KCHN2 3.1: Wildtype qHTS | Voltage-gated inwardly rectifying potassium channel KCNH2 (Homo sapiens), Q12809 | activity change, % at 1.84 µM | AID 720551, 2013 | U2OS, BacMam KCNH2, thallium flux FluxOr; stronger effect = lower value | 340,000 tested, 0.37% active;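 active means maximum activity change below -70%; inconclusive means maximum activity change between -70% and -50%; inactive means maximum activity change above -50%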
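U2OS cells transduced with wild-type KCNH2 virus are loaded with FluxOr dye for 45 min, and thallium flux is measured in kinetic reads before and after stimulation buffer. Rate constants are normalized to DMSO controls.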
uPA generation: qHTS for Inhibitors of Cell Surface uPA Generation. cell surface uPA generation assay, qHTS. Potency, µM (top dose mostly 38.3 µM), inactives show top-dose activity change, negative = inhibition, most hits filed as inhibitors. 330,000 tested, 0.31% active; active means well fitted inhibition curve with a large enough effect; inconclusive means small, poorly fitted or top-dose-only effect; inactive means no such curve, though single readings can be large or run the other way; tested in mouse RAW 264.7 cells; further: potency means the concentration at half of the fitted maximal effect; nearly all actives have a fitted effect of over 55% in size
PKM2 activator: qHTS Assay for Activators of Human Muscle isoform 2 Pyruvate Kinase. Pyruvate kinase PKM (Homo sapiens), P14618. purified PKM2, Kinase-Glo ATP luminescence, activation; response scale: 0% is enzyme alone, no compound. Potency, µM (highest dose often 57.5 µM), inactives show at the highest dose activation, usual class: activators. 260,000 tested, 0.34% active. AID 1631, 2009; further: potency means the concentration at half of the fitted maximal effect; nearly all actives have a fitted effect of over 55% in size
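hPK-M2, >95% pure; 0.1 mM ADP / 0.5 mM PEP final; imidazole pH7.2 buffer w/ 7 mM MgCl2, 50 mM KCl; 1 h RT; Kinase-Glo lum. Intermediate enzyme activity for dual inhibitor/activator qHTS.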
Eya2 inh: qHTS Assay for Inhibitors of the Phosphatase Activity of Eya2; recombinant Eya2, OMFP fluorescence dephosphorylation (OMFP is methylfluorescein phosphate); 330,000 tested, 0.006% active; Potency, µM (titrated, usually from 76.9 µM), inactives show at the top dose activity, negative = inhibition, hits mostly inhibitors; Protein phosphatase EYA2 (Homo sapiens), O00167; AID 488837, 2010; further: potency means the concentration at half of the fitted maximal effect
Target sequence (O00167 whole entry, looked up): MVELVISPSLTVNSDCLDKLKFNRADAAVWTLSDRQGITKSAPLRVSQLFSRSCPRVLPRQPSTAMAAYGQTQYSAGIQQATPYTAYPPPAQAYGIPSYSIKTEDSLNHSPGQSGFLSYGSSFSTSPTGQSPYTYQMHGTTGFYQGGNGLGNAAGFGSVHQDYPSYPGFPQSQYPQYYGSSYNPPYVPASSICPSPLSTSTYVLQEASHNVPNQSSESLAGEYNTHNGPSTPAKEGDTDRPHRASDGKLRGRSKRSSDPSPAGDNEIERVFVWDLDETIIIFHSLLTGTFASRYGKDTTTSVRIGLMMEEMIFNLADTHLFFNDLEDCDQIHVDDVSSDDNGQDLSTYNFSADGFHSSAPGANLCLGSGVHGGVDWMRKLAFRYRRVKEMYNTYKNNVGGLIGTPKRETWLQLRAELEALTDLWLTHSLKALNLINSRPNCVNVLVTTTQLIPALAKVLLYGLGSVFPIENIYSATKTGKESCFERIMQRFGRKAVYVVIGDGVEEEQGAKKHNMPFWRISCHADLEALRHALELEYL
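Eya2 (0.2 uM) preincubated 10 min at ambient with compound, then OMFP substrate added at 50 uM; 10 min reaction in 50 mM HEPES pH 7.5, 50 mM NaCl, 5 uM MgCl2, 0.05% BSA, 1 mM DTT. Fluorescence read at Ex 485/Em 525 nm.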
An asterisk follows results filed as active; ? = inconclusive; nt = no result given; & = joins results of further samples; [ ] = another dose, or the depositor's remark. Unless noted, the call rests on the fitted dose curve; in most records, active means well fitted curve in the direction sought with a large enough effect; inconclusive means small, poorly fitted or top-dose-only effect, or another doubt; inactive means no such curve, though single readings can be large; an effect the other way counts as inactive or inconclusive. Unless noted, on the % scale 0 is the no-effect control and ±100 the full control effect.

SMILES	Giardia kill	USP2a block	BCR signal inh	KCNH2 3.1 block	B2AR arrestin	Coupling enz	GALK inhibitor	KCNH2 WT inh	uPA generation	PKM2 activator	Eya2 inh
CC(C)Nc1nc2cccnc2s1	25	1%	?	6	0.1%	0	1%	3	-1%	3%	-7%
COc1ccc(CCNCC(=O)Nc2c(C)cc(C)cc2C)cc1OC	-11	0%	9%	10	0.5%	1	3%	0	0%	?	-4%
Cc1ccc(S(=O)(=O)N2CCOCC2)cc1NC(=O)CNCc1ccccn1	21	7%	0%	44	0.0%	-2	0%	-12	2%	1%	-16%
Cc1cc(C(=O)O)cc(S(=O)(=O)NNC(=O)c2cccs2)c1C	-10	4%	2%	-1	0.0%	0	0%	-2	0%	nt	7%
COc1ccccc1Nc1nc(N)nc(CN2CCOCC2)n1	9	-3%	-1%	2	0.0%	1	-1%	-11	-4%	2%	-18%
O=C(NCc1ccco1)c1nn2cccnc2c1Cl	24	2%	1%	8	0.0%	-1	-1%	15	15%	7%	-3%
COc1cc(/C=N/NC(=O)CN(Cc2ccccc2)S(=O)(=O)c2ccc3c(c2)OCCO3)ccc1O	-16	0%	-2%	-4	0.4%	5	0%	1	-5%	-1%	-14%
CC(NC(N)=O)C(=O)NCC(=O)OCc1ccccc1 (stereo unspecified)	-12	4%	-1%	0	0.1%	0	10%	37	-5%	12%	-1%
CN(C(=O)COC(=O)c1ccc(S(=O)(=O)N2CCCC2)cc1)c1ccccc1	-5	2%	-1%	8	-0.3%	2	14%	19	8%	5%	-25%
Cc1ccc(C2=NOC(=O)/C2=C\C=C\c2ccccc2)cc1	4	9%	?	4	0.3%	6	-15%	-9	-1%	?	-7%
COc1ccc(C(=O)OCC(=O)Nc2ccc(F)c(F)c2)cc1OC	14	0%	?	-6	-0.2%	2	0%	-10	7%	-3%	-6%
COc1ccc(CC(=O)NCCc2cnc[nH]2)cc1	0	4%	0%	-2	3.8%	1	0%	nt	13%	nt	-1%

Five entries from above, ordered by the number in B2AR arrestin, falling:
Compound	B2AR arrestin
COc1ccc(CCNCC(=O)Nc2c(C)cc(C)cc2C)cc1OC	0.5%
Cc1ccc(C2=NOC(=O)/C2=C\C=C\c2ccccc2)cc1	0.3%
CC(C)Nc1nc2cccnc2s1	0.1%
Cc1cc(C(=O)O)cc(S(=O)(=O)NNC(=O)c2cccs2)c1C	0.0%
COc1ccc(C(=O)OCC(=O)Nc2ccc(F)c(F)c2)cc1OC	-0.2%

(cont.)
SMILES	Giardia kill	USP2a block	BCR signal inh	KCNH2 3.1 block	B2AR arrestin	Coupling enz	GALK inhibitor	KCNH2 WT inh	uPA generation	PKM2 activator	Eya2 inh
COc1ccc(C(C)C)cc1S(=O)(=O)N1CC(C)OC(C)C1 (stereo unspecified)	-14	1%	4%	6	-1.6%	2	-1%	5	-3%	-10%	-10%
O=C(O)c1ccc2c(c1Sc1ccccc1)C(=O)c1ccccc1C2=O	nt	5%	?	nt	-0.3%	9	5%	nt	nt	0%	?
CC(C)[C@H](NC(=O)c1ccccc1)C(=O)NC1=NCCS1	-3	0%	6%	-7	-0.3%	nt	nt	5	1%	nt	3%
COc1ccc(NC(=O)CCNC(=O)N2CC(=O)Nc3ccccc32)c(OC)c1	-20	3%	2%	7	-0.3%	nt	-6%	-10	-1%	nt	1%
OC(CNC1CCCCCC1)COc1cccc2ccccc12 (stereo unspecified)	-2	-1%	?	-14	0.1%	-2	-2%	16	-4%	nt	?
Cn1c(C(=O)O)c(CC(=O)N2CCC(Cc3ccccc3)CC2)c2ccccc21	27	4%	1%	-34	-0.9%	9	nt	-40	6%	-1%	2%
Cc1ccc(C(=O)COC(=O)c2cc(C)no2)c(C)c1	-15	3%	3%	-8	0.0%	nt	nt	1	0%	nt	30%
CCN1CCN(C(=O)c2cc3cc(F)ccc3[nH]2)CC1	10	0%	0%	1	-1.1%	-1	-1%	25	9%	nt	-13%
O=C(C1=C[C@@H](c2ccccc2)C[C@@H](OCCCCO)O1)N1CCOCC1	8	-1%	0%	16	-0.2%	-1	3%	-30	6%	1%	-14%
Clc1cccc(Cl)c1OCCOCCNCc1ccccc1	2	3%	-17%	-13	-0.7%	0	2%	5	?	-3%	-9%
COc1ccccc1N1CCN(S(=O)(=O)c2ccc(-n3cnnn3)cc2)CC1	42[activator]	1%	3%	6	0.2%	nt	-5%	8	-1%	nt	1%
Cc1ccc(C(=O)OC(C(=O)Nc2ccc(Cl)cc2C(F)(F)F)c2ccccc2)cc1 (stereo unspecified)	13	-1%	4%	-25	-0.6%	1	3%	2	3%	-2%	-4%
CCCCNC(=O)C1(c2ccc(OC)cc2)CCOCC1	2	-1%	-7%	0	-0.3%	-1	0%	-2	nt	14%	4%
CCCCN(CCCC)CCNC(=O)CN1C(=O)CSc2ccc(S(=O)(=O)N3CCOCC3)cc21	-4	1%	2%&2%	-29	-0.6%	2	0%	30	-6%	1%	15%
O/N=C\c1ccc(-c2ccccc2)o1	15	0%	?	-3	-0.3%	0	2%	-1	0%	-4%	-5%
CC1CCN(CCCNC(=O)CN2CCN(Cc3ccc(Cl)cc3)C2=O)CC1	7	5%	0%	-49	-0.7%	1	nt	-15	1%	-16%	6%
COCCN1C(=O)N[C@@H](CCc2ccccc2)[C@H](C(C)=O)[C@H]1C	18	13%	-1%	-7	3.3%	0&8	-1%	-4	12%	-2%[11.5 µM]	-3%
COc1cccc(NC(=O)CN2C(=O)NC(C)(c3ccc(C)cc3)C2=O)c1 (stereo unspecified)	-3	1%	?	6	-0.3%	6	-1%	-7	-2%	1%	-9%
Cc1cc(CNC(=O)Nc2ccc3c(c2)OCO3)nn1C	10	nt	nt	23	nt	2	3%	-2	-8%	5%	nt
CCS(=O)(=O)c1ccc(-c2csc(-c3ccc(Cl)cc3)n2)c(Cl)c1Cl	10	3%	0%	-9	0.0%	1	2%	4	0%	-5%	-25%
Cn1c(SCC(=O)OC2CCCCC2)nnc1-c1ccc(S(=O)(=O)N2CCCC2)cc1	-6	0%	3%	8	-0.4%	1	5%	-5	-1%	-2%	-3%
CC(C)N(C(=O)c1sc2cc([N+](=O)[O-])ccc2c1Cl)C(C)C	-14	?	?	2	-0.9%	-2	1%	21	-1%	0%	2%
COc1cccc(/C=C/C(=O)Nc2ccc(N3CCOCC3)cc2)c1OC	-10	0%	0%	-10	-0.4%	0	-2%	1	-5%	2%	-2%
O=C(Nc1ccccc1)c1cccnc1N1CCOCC1	-1	4%	?	-10	-0.7%	4	-6%	4	2%	6%	-4%
O=[N+]([O-])c1cc([N+](=O)[O-])c2oc(-c3ccccc3)c(Br)c2c1O	7	0%	?	-11	-1.8%	13	?	-1	2%	nt	?
Cc1ccc(S(=O)(=O)NOCc2ccccc2)cc1	8	1%	2%	9	-0.2%	nt	nt	-1	20%	nt	-10%
CCOc1ccc(NC(=O)CCNS(=O)(=O)c2cccc3nonc23)cc1	5	2%	4%	2	-0.4%	2	-1%	3	1%	-2%	1%
COc1ccc(C(=O)NCCc2ccc(Cl)cc2)cc1S(=O)(=O)N1CCCCC1C (stereo unspecified)	?	0%	-3%	-22	-1.0%	nt	nt	-5	0%	nt	-3%
CC(=O)c1c(C)oc2ccc(NS(=O)(=O)c3ccc(C(=O)O)cc3)cc12	12	-18%	4%	7	-1.6%	11	0%	-3	1%	0%	-10%

Record cards, as listed above. Screens in order: Giardia kill	USP2a block	BCR signal inh	KCNH2 3.1 block	B2AR arrestin	Coupling enz	GALK inhibitor	KCNH2 WT inh	uPA generation	PKM2 activator	Eya2 inh
COc1cccc(NC(=O)CN2C(=O)NC(C)(c3ccc(C)cc3)C2=O)c1 (stereo unspecified) across the screens: -3	1%	?	6	-0.3%	6	-1%	-7	-2%	1%	-9%
O=C(O)c1ccc2c(c1Sc1ccccc1)C(=O)c1ccccc1C2=O across the screens: nt	5%	?	nt	-0.3%	9	5%	nt	nt	0%	?
